TbPYK inhibitor = T. brucei pyruvate kinase inhibition; Q57TT1; TbPYK enzyme, Kinase-Glo Plus ATP luminescence, 45 min; Potency, µM (titrated, usually from 76.8 µM), without a hit: at the highest dose activity, negative = inhibition, most hits filed as inhibitors; 0.12% of 410,000 active; AID 624173; note: nearly all actives have a fitted effect of over 50% in size
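Screened from lowest to highest concentration, compounds were pinned into TbPYK/substrate mixtures, and ADP (130 uM final) was added. Plates sat at room temperature for 45 min prior to Kinase-Glo Plus detection by luminescence.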
Sm TGR block = inhibitors of Schistosoma mansoni thioredoxin glutathione reductase. Q962Y6. purified TGR, DTNB reduction, TNB absorbance 405 nm. Potency, µM (highest dose often 114 µM), for the others: at the top dose activity change, negative = inhibition, actives largely listed as inhibitors. 3% of 360,000 active. AID 485364; note: nearly all actives have a fitted effect of over 60% in size
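TGR 20 nM + NADPH 100 uM (dispensed conc.), cpd preinc 15 min RT; start with NADPH (500 uM addition) then DTNB (15 mM addition). Kinetic TNB absorbance, 405 nm filter. Four-parameter Hill fit across titration.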
The depositor's hits bear a star; [ ] = remark or other dose. Calls come from the whole dose curve; as a rule, active = well fitted curve in the direction sought with a large enough effect; inconclusive = small, poorly fitted or top-dose-only effect, or another doubt; inactive = no such curve, though single readings can be large; an effect the other way counts as inactive or inconclusive. % is set by controls: 0 for no effect and ±100 for the full control effect; potency is the fitted concentration of half-maximal effect. The list is partial; count on the stated rates, not on these rows.

Start of the listing, in advance, 18 compounds:
SMILES | TbPYK inhibitor | Sm TGR block
CCCCCn1c(=O)[nH]c2cc(C(=O)N3CCN(c4cccc(C(F)(F)F)c4)CC3)ccc2c1=O | 6% | 9%
COCCNC(=O)CSc1c(C)cnc2c1c(=O)n(C)c(=O)n2C | -17% | 7%
COc1ccc(C2CC(=O)Nc3c2c(C)nn3-c2nncc(-c3ccccc3)n2)c(OC)c1OC (stereo unspecified) | -6% | 4%
Cc1ccc(C)c(N2CCN(c3nc4ccccc4n4nnnc34)CC2)c1 | 7% | 0%
Cc1ccc(NC(=O)/C(C#N)=C/c2ccc(C)o2)cc1 | -11% | -1%
Cc1cccc(N2CCN(C(=O)Cc3c(C(=O)O)c(C)cn3C)CC2C)c1 (stereo unspecified) | 2% | 8%
CC(=O)c1ccc(NC(=O)C2CCN(S(=O)(=O)c3ccc4c(c3)CCCN4C(=O)C3CCC3)CC2)cc1 | 0% | 5%
COc1ccc(OC)c(NC(=O)c2ccc3c(SCC(=O)O)c4c(nc3c2)CCCC4)c1 | 0% | -3%
CCc1cccc(CC)c1NC(=O)CN1C(=O)C(=O)c2ccccc21 | -3% | 2%
CCc1cccc(NC(=O)c2ccc3c(=O)n4nc(Nc5ccccc5OC)sc4nc3c2)c1 | 1% | -3%
CCCCNC(=O)c1cc(-c2ccc(Cl)c(Cl)c2)on1 | -4% | -2%
O=C(COC(=O)c1cc(-c2cccs2)nc2ccccc12)c1ccc(Br)cc1 | -9% | 0%
CCOc1ccc(N(C)C(=O)CS(=O)(=O)c2cccc3nsnc23)cc1 | -7% | 4%
COc1ccc(-c2nc(Cn3c(SCc4ccc(F)cc4)nc4cccnc43)c(C)o2)cc1 | -4% | 6%
O=C(c1cnc(N2CCOCC2)c2ccccc12)N1CCN(c2ccccc2F)CC1 | -3% | 4%
CCOc1ccc(OCC)c(NC(=O)c2cnc(SC)nc2-c2ccccc2)c1 | -16% | 0%
CCc1cccc(C)c1NS(=O)(=O)c1cc2[nH]c(=O)c(=O)[nH]c2cc1C | 3% | 3%
CCN(CC)C(=O)c1ccc(NC(=O)CCn2nc(-c3ccc(C)cc3)c3ccccc3c2=O)cc1 | -1% | -3%

This part in full, from the start:
SMILES | TbPYK inhibitor | Sm TGR block
CCCCCn1c(=O)[nH]c2cc(C(=O)N3CCN(c4cccc(C(F)(F)F)c4)CC3)ccc2c1=O | 6% | 9%
COCCNC(=O)CSc1c(C)cnc2c1c(=O)n(C)c(=O)n2C | -17% | 7%
COc1ccc(C2CC(=O)Nc3c2c(C)nn3-c2nncc(-c3ccccc3)n2)c(OC)c1OC (stereo unspecified) | -6% | 4%
Cc1ccc(C)c(N2CCN(c3nc4ccccc4n4nnnc34)CC2)c1 | 7% | 0%
Cc1ccc(NC(=O)/C(C#N)=C/c2ccc(C)o2)cc1 | -11% | -1%
Cc1cccc(N2CCN(C(=O)Cc3c(C(=O)O)c(C)cn3C)CC2C)c1 (stereo unspecified) | 2% | 8%
CC(=O)c1ccc(NC(=O)C2CCN(S(=O)(=O)c3ccc4c(c3)CCCN4C(=O)C3CCC3)CC2)cc1 | 0% | 5%
COc1ccc(OC)c(NC(=O)c2ccc3c(SCC(=O)O)c4c(nc3c2)CCCC4)c1 | 0% | -3%
CCc1cccc(CC)c1NC(=O)CN1C(=O)C(=O)c2ccccc21 | -3% | 2%
CCc1cccc(NC(=O)c2ccc3c(=O)n4nc(Nc5ccccc5OC)sc4nc3c2)c1 | 1% | -3%
CCCCNC(=O)c1cc(-c2ccc(Cl)c(Cl)c2)on1 | -4% | -2%
O=C(COC(=O)c1cc(-c2cccs2)nc2ccccc12)c1ccc(Br)cc1 | -9% | 0%
CCOc1ccc(N(C)C(=O)CS(=O)(=O)c2cccc3nsnc23)cc1 | -7% | 4%
COc1ccc(-c2nc(Cn3c(SCc4ccc(F)cc4)nc4cccnc43)c(C)o2)cc1 | -4% | 6%
O=C(c1cnc(N2CCOCC2)c2ccccc12)N1CCN(c2ccccc2F)CC1 | -3% | 4%
CCOc1ccc(OCC)c(NC(=O)c2cnc(SC)nc2-c2ccccc2)c1 | -16% | 0%
CCc1cccc(C)c1NS(=O)(=O)c1cc2[nH]c(=O)c(=O)[nH]c2cc1C | 3% | 3%
CCN(CC)C(=O)c1ccc(NC(=O)CCn2nc(-c3ccc(C)cc3)c3ccccc3c2=O)cc1 | -1% | -3%
CCOC(=O)c1c(NC(=O)C(C)Oc2ccc(Cl)c(C)c2)sc2c1CCCC2 (stereo unspecified) | 4% | -7%
Cc1cc(C)c(NC(=O)CCS(=O)(=O)c2cc3c(cc2Cl)NC(=O)CO3)c(C)c1 | -16% | 2%
Cc1cn2c(=O)cc(COC(=O)c3ccc(NC(=O)c4ccc(C(C)(C)C)cc4)cc3)nc2s1 | 1% | 0%
CCOC(=O)c1cc(-c2ccccc2)nn1Cc1ccccc1 | 2% | 4%
COc1ccc(NC(=O)c2cccc(N3CCCS3(=O)=O)c2)c(OC)c1 | -2% | 5%
Cc1ccc(NC(=O)CN2C(=O)COc3ccc(S(=O)(=O)Nc4ccccc4)cc32)c(C)c1 | 0% | 2%
CCN(C(=O)CSc1ncc2c(n1)-c1cc(Cl)ccc1N(Cc1ccccc1)S2(=O)=O)c1cccc(C)c1 | -8% | 1%
O=C(Cn1cc(SCc2ccc(C(F)(F)F)cc2)c2ccccc21)N1CCOCC1 | -7% | -1%
CCc1cccc(NC(=O)Cn2ccn3nc(-c4ccc(OC)c(OC)c4)cc3c2=O)c1 | 1% | 3%
CCN(CC)c1cc(C)c2cc(NC(=O)c3cccc(F)c3)ccc2n1 | -4% | 2%
CNC(=O)C1CCC(Cn2c(=O)c3sccc3n(CC(=O)N3CCCC(C)C3)c2=O)CC1 (stereo unspecified) | -3% | -1%
Cc1cc(S(=O)(=O)Nc2ccc3oc4c(c3c2)CCCC4)ccc1Cl | -5% | -2%
Cc1n[nH]c(C)c1S(=O)(=O)N1CCCC(C(=O)Nc2ccc(Cl)cc2)C1 (stereo unspecified) | -5% | 5%
Cc1ccc(NC(=O)c2ccc3oc(=O)c(S(=O)(=O)c4ccccc4)cc3c2)cc1C | -2% | -1%
CCc1c(C)nc2nncn2c1Nc1ccc(C(C)C)cc1 | -1% | -11%
COc1ccc2c(c1)sc1ncc(C(=O)NCc3cccc(C)c3)c(=O)n12 | 0% | 8%
Cc1cc(C)cc(-n2cnc3cc(C(=O)NC4CCCCCC4)ccc32)c1 | 5% | -9%
COc1ccc(CNC(=O)Cc2c(C)c3c(cc(C)c4c(C)c(C)oc43)oc2=O)cc1 | -3% | 1%
CCOC(=O)C1CCCN(C(=O)c2ccccc2NC(=O)c2nsc3ccccc23)C1 (stereo unspecified) | 7%[15.4 µM] | 2%
CN1C(=O)Cc2cc(S(=O)(=O)CCC(=O)N3CCN(c4ccccc4F)CC3)ccc21 | 0% | -21%
O=C(c1ccc([N+](=O)[O-])cc1)N(Cc1ccco1)c1ccccn1 | 1% | 5%
COc1ccc(C2CC(=O)N3CN(C4CCCCC4)CSC3=C2C#N)c(OC)c1 (stereo unspecified) | 18µM* | 3.2µM*
Cc1nc2nc(NC(=O)C(C)C)[nH]n2c(=O)c1Cc1ccccc1 | 1% | 1%
Cc1ccc2c(c1)c1c(c(=O)n(Cc3ccccc3)c(=O)n1CC(=O)Nc1ccccc1C)n2C | -12% | 0%
Nc1nonc1C(=O)NCCNCc1ccc(Cl)c(Cl)c1 | -2% | 9%
CC(C)c1ccc(Nc2c(-c3ccccc3O)nc3cnccn23)cc1 | 1% | -10%
O=C(Cc1csc2ccccc12)NCc1cccc(Br)c1 | -4% | 1%
COc1cccc(C(=O)Nc2ccc3nc(SCCOc4ccccc4)sc3c2)c1 | 1% | -15%
Cc1ccc(CSC2=Nc3ccccc3C3=NC(CC(=O)NCc4ccc5c(c4)OCO5)C(=O)N23)cc1 (stereo unspecified) | 5% | 1%
CN1CCN(C(CNC(=O)C(=O)Nc2cccc(Cl)c2)c2ccc3c(c2)OCO3)CC1 (stereo unspecified) | 7% | 7%
COc1ccc(Cn2ccnc2SCC(=O)NCc2ccccc2)cc1 | -9% | 1%
CC(C)(C)c1ccc(C(=O)Nc2cc(-c3nc4ccccc4o3)ccc2Cl)cc1 | -5% | -2%
CC1CCN(S(=O)(=O)c2ccc(C(=O)Nc3sc4c(c3C(N)=O)CC(C)(C)NC4(C)C)cc2)CC1 | 3% | 5%
COc1ccc(C(=O)NCc2ccc3c(c2)CCN3C(=O)c2ccc(Cl)cc2)c(OC)c1 | -2% | -1%
COC(=O)c1ccccc1NC(=O)c1ccc(-c2nc(COc3ccccc3)c(C)o2)cc1 | -13% | -6%
CCOC(=O)N1CCC(NC(=O)c2cnn(-c3ccc(F)cc3F)c2C2CCN(C(=O)OC(C)(C)C)CC2)CC1 | -4%[15.4 µM] | -15%
O=C(c1ccc(Cl)cc1)N1CCN(CCc2ccncc2)CC1 | 4% | -27%
Cc1ccc2c(CC(=O)Nc3ccc(S(=O)(=O)N4CCCCC4C)cc3)coc2c1C (stereo unspecified) | 0% | 9%
COc1cc(C(CC(=O)Nc2ccc(C)c(F)c2)N2Cc3ccccc3C2=O)cc(OC)c1OC (stereo unspecified) | -3% | 2%
Cc1ccccc1CNC(=O)c1ccc2[nH]c(C)c(C)c2c1 | -5%[15.4 µM] | -9%
Fc1ccc(CNc2ncnc3onc(-c4ccc(F)cc4)c23)cc1 | 5% | 0%
COc1ccc(CNC(=O)c2ccc3c(c2)N(C)C(=O)C2CCCCN32)cc1OC (stereo unspecified) | 3% | 1%

Random excerpt: two entries already listed
SMILES | TbPYK inhibitor | Sm TGR block
Cc1ccc2c(CC(=O)Nc3ccc(S(=O)(=O)N4CCCCC4C)cc3)coc2c1C (stereo unspecified) | 0% | 9%
COC(=O)c1ccccc1NC(=O)c1ccc(-c2nc(COc3ccccc3)c(C)o2)cc1 | -13% | -6%

Remaining list, next part:
SMILES | TbPYK inhibitor | Sm TGR block
Cc1ccc(NC(=O)[C@H](Cc2ccccc2)N2Cc3ccccc3C2=O)cc1 | -5% | -4%
COc1ccc(S(=O)(=O)N2CCC(c3nc4ccccc4s3)CC2)cc1OC | 4% | 1%
COc1ccc(OC)c(CNC(=O)c2ccc3c(c2)c(C)c(C)n3Cc2ccc(Cl)cc2)c1 | 3%[15.4 µM] | 4%
O=S(=O)(Nc1ccc(-c2ccc(N3CCCC3)nn2)cc1)c1ccc(Br)cc1 | -2% | 6%
CCc1ccccc1N(C)C(=O)c1nn(-c2ccc(OC)cc2)c(=O)c2c1c1ccccc1n2C | 4% | 0%
COc1cccc(/C=C/c2nc(C#N)c(NCCN(C)C)o2)c1 | -4% | -2%
Cc1nn(C)c2c1c(-c1ccccc1)cc(=O)n2Cc1ccccc1C#N | 3% | -2%
CCOC(=O)c1cc(-c2ccc(F)cc2)n(CCC(=O)NC2CCC(C)CC2)c1C (stereo unspecified) | 3%[15.4 µM] | 2%
COc1ccc(Cn2nnc3c(=O)[nH]c(C4CCCN(C(=O)c5ccccc5Cl)C4)nc32)cc1OC (stereo unspecified) | 5% | 4%
Cc1ccc(C2CCN(C(=O)c3cnn(-c4ccc(C)cc4)c3C3CCN(C(=O)OC(C)(C)C)CC3)C2)cc1 (stereo unspecified) | -1%[15.4 µM] | -13%
Cc1cc(C)cc(N2CCn3c2nc2c3c(=O)n(CCCc3ccccc3)c(=O)n2C)c1 | 2% | -1%
CCOC(=O)c1ccc(NC(=O)Cn2c(=O)cc(C(F)(F)F)c3c(C)nn(C)c32)cc1 | 2% | 16%
COc1ccccc1N1CCN(C(=O)Cn2cnc3onc(-c4ccc(F)cc4)c3c2=O)CC1 | -3% | 8%
Cc1cc(C)c(OCC(=O)N(Cc2ccc(N(C)C)cc2)CC2CCCO2)c(C)c1 (stereo unspecified) | -19% | 0%
COc1ccc2[nH]c3c(c2c1)CCN(C(=O)c1cccc(Cl)c1)C3c1ccc(F)cc1 (stereo unspecified) | -7% | 2%
CCOC(=O)c1ccc(NC(=O)Cn2nnc(-c3ccc(C(F)(F)F)cc3)n2)cc1 | 2% | -17%
CCOc1ccccc1NC(=O)c1c(NC(=O)Cc2ccc(OC)cc2)sc2c1CCC2 | 0% | 9%
Cc1ccc(NC(=O)C(Cc2ccccc2)NS(=O)(=O)c2ccc3c(c2)c(=O)n(C)c(=O)n3C)cc1 (stereo unspecified) | 4% | -10%
Cn1ccnc1SCC(=O)Nc1cccc(Br)c1 | -3% | 4%
CCc1ccc(NC(=O)CN2C(=O)C(c3ccc(Cl)cc3)=NC23CCCCC3)cc1 | 1% | 11%
COc1ccc(OC)c(CCNC(=O)c2ccc3c(c2)c(C)c(C)n3Cc2ccccc2)c1 | -1%[15.4 µM] | 12%
CCOc1ccc(OCC)c(NC(=O)C2CCN(S(=O)(=O)c3c(C)noc3/C=C/c3ccccc3F)CC2)c1 | 0% | -2%
CCOc1ccccc1NC(=O)C(Cc1ccccc1)NS(=O)(=O)c1ccc(Br)s1 (stereo unspecified) | -16% | 3%
COc1ccc(-n2c3c(cc(-c4nc(-c5ccc(Cl)cc5)cs4)c2=O)C(=O)CC(C)(C)C3)cc1 | 1% | 7%
Cc1cc(C)cc(Nc2ncnc3c2nc2n3CCCC2)c1 | -4% | 1%
Cc1ccc(C)n1-c1nnc(N2CCC(C(=O)Nc3ccccc3Br)CC2)s1 | 3% | -28%
Cc1cccc(NC(=O)C(=O)NCC(c2cccnc2)N2CCOCC2)c1 (stereo unspecified) | 5% | 12%
O=C(Cn1cc(S(=O)(=O)Cc2ccccc2F)c2ccccc21)NCc1ccccc1 | 2%[15.4 µM] | 8%
